Compound activity from PubChem BioAssay.
TRPC4 inh: TRPC4 (mouse) channel inhibition. Q9QUQ5. HEK293 TRPC4beta/mu-opioid, DAMGO-evoked Fluo4 calcium flux; hits give low values. B-score at 10 µM. 0.39% of 300,000 active;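 active = B-score over 3 SD under the library average, no early fluorescence shift, positive overall ratio signal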
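Signal: kinetic Fluo4 fluorescence imaging of calcium influx. Material: stable TRPC4beta/mu-opioid receptor HEK293 cells. Probe or stimulus: DAMGO in two steps, submaximal then maximal.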
MrgX1 agonist: agonists of human MrgX1 receptor. Q96LB2. MrgX1-HEK293 cells, Fluo-4 calcium fluorescence, agonist mode; hits give high values. B-score at 10 µM. 0.44% of 310,000 active. AID 588627;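 active = calcium response B-score plate-corrected fluorescence ratio at least 3 library SD, with starting fluorescence B-score inside 5 SD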
Target sequence (Q96LB2 whole entry, looked up): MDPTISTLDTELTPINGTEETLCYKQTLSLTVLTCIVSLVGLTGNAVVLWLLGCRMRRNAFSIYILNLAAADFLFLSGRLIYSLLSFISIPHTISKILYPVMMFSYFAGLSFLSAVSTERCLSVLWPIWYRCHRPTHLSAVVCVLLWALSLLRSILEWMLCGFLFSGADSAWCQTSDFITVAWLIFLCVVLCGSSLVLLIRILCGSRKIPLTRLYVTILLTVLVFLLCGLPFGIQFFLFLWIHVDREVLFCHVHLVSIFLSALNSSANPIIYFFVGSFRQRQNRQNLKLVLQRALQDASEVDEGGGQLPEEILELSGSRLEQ
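System: HEK293 cells stably expressing human MrgX1 receptor; Dosing: test compound in the initial addition of three; Schedule: overnight plating, then 30 min 37 °C plus 30 min room-temperature dye loading; Detection: kinetic calcium dye fluorescence, Fluo-4 NW; Controls: per-plate positive and negative controls for Z′ factor.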
TRPC6 inhibitor: inhibitors of mouse TRPC6 channel; B-score at 10 µM; 1.1% of 310,000 active; AID 2553; Q61143; HEK293-TRPC6, membrane potential dye, ACh-evoked depolarization; hits give low values;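 active = B-score under library mean minus 3 SD, initial fluorescence not abnormally high, positive integrated signal ratio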;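 note: B-score derived from integrated fluorescence ratio over the kinetic read; more negative B-score means stronger inhibition of depolarization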
MrgX1 PAM: allosterically activates human MrgX1 receptor signaling; Q96LB2; MrgX1-HEK293, Fluo-4 calcium flux, FDSS; hits give high values; B-score at 10 µM; 0.63% of 310,000 active;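 active = plate-corrected calcium response at least 3 library SD above typical, normal starting fluorescence, not activating the receptor alone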;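 note: compound read alongside a low EC10 to EC30 dose of BAM8-22 agonist; peak minus trough fluorescence over baseline measured at the second addition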
TRPC4 act: TRPC4 (mouse) channel activation; 0.49% of 310,000 active; B-score at 10 µM; AID 2237; Q9QUQ5; HEK293 TRPC4beta/mu-opioid, Fluo4 calcium fluorescence; hits give high values;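 active = B-score above 5 SD of library B-scores, and initial fluorescence ratio not above library mean plus 5 SD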;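 note: positive B-score marks a calcium rise read as TRPC4 activation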
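System – HEK293 cells stably co-expressing mouse TRPC4beta and mu-opioid receptor · Signal – Fluo4 calcium-sensitive dye fluorescence, kinetic, 1 Hz baseline · Benchmarks – buffer (low) and maximal DAMGO (high) · Read-out – B score of integrated fluorescence ratio per well · Incubation – dye loading 45 min room temperature, 110 s kinetic read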
ANO1 block: mouse TMEM16A channel inhibition, primary screen; HEK293 TMEM16A/YFP iodide influx fluorescence, ionomycin; normalized B-score (activity score, 25-100; higher = stronger inhibition) at 10 µM; 1.2% of 310,000 active;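 active = ratio plate-corrected score three or more library SD toward inhibition, starting fluorescence score within five deviations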;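 note: score derived from kinetic fluorescence span divided by baseline fluorescence per well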
TRPC4 PAM: allosteric potentiators of mouse TRPC4 channel; 0.42% of 310,000 active; HEK293 TRPC4beta/mu-opioid, DAMGO EC20, Fluo-4 Ca2+ flux; hits give high values; B-score at 10 µM; Q9QUQ5;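 active = B-score of calcium response area above 5 SD of library B-scores, with initial fluorescence ratio within 5 SD of library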;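 note: B-score of integrated fluorescence ratio over time as area under calcium response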
SKKanGAS inh: blocks kanamycin growth of S. pyogenes SKKanGAS strain. BacTiter-Glo, 6 h. inhibition, % at 7.5 µM. 1.3% of 300,000 active. AID 1662;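 active = mean replicate score, as percent of positive control median, at least 50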;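 note: strain carries kanamycin resistance gene driven by streptokinase promoter and grows in 40 µg/ml kanamycin; loss of luminescence reflects streptokinase promoter inhibition or plain growth inhibition; 0% = median of DMSO wells and 100% = positive control at its reference dose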
TMEM16A act: activators or potentiators of mouse TMEM16A chloride channel; Q8BHY3; HEK293 TMEM16A/YFP-H148Q/I152L, iodide quench fluorescence; hits give low values; B-score at 10 µM; 0.3% of 340,000 active;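 active = fluorescence-ratio B-score plate-corrected deviation score at least 3 library SD below zero, with starting fluorescence score within 5 deviations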;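 note: channel opened by trigger with iodide after compound preincubation; score built on the fluorescence ratio of max minus min over baseline; more negative score means more quench and so TMEM16A activation or potentiation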
TRPC6 act: mouse TRPC6 channel activation. HEK293-TRPC6 membrane potential dye fluorescence; hits give high values. B-score at 10 µM. 0.13% of 310,000 active;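 active = B-score of the integrated fluorescence ratio above library mean plus 3 SD, and starting fluorescence ratio within library mean plus 5 SD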;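 note: higher score means more depolarization so channel activation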
MrgX1 antagonist: blocks BAM8-22 activation of human MrgX1 receptor; Q96LB2; MRGX1-HEK293 calcium flux, Fluo-4, BAM8-22 antagonism; hits give low values; B-score at 10 µM; 1.3% of 310,000 active;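 active = calcium-response B-score plate-corrected more than 3 library SD below zero, starting fluorescence within 5 deviations, no agonist response on first addition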;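 note: peak minus trough fluorescence over baseline after final BAM8-22 challenge near maximal dose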
The depositor's hits bear a star; i = inactive; . = no result given.

The line under a structure holds: TRPC6 inhibitor	MrgX1 antagonist	TMEM16A act	ANO1 block	SKKanGAS inh	TRPC4 PAM	TRPC4 inh	TRPC6 act	MrgX1 agonist	MrgX1 PAM	TRPC4 act
- O=C(O)CC(NC(=O)C12CC3CC(CC(C3)C1)C2)c1ccc(Cl)cc1 (centres undefined)
 : i	i	i	i	-9.9	i	i	i	i	i	i
- CN1CCN(C2=C(Cl)C(=O)N(CCc3ccccc3)C2=O)CC1
 : i	i	i	i	7.3	i	i	i	i	i	i
- O=C(Cc1ccc(F)cc1)N1CCC(CC2CC(c3cccc(Br)c3)=NO2)(C(=O)NCC2CCCCC2)CC1 (centres undefined)
 : i	i	i	i	22.8	i	i	i	i	i	i
- COc1cccc(C(=O)Nc2cccc(OC(C)=O)c2)c1
 : i	i	i	i	6.2	i	i	i	i	i	i
- COC(=O)Cc1ccc(NC(=O)c2ccc(C)c(C)c2)cc1
 : i	i	i	i	0.1	i	i	i	i	i	i
- CCN1CCc2nc(NC(=O)CC(c3ccccc3)c3ccccc3)sc2C1
 : i	i	i	i	-0.2	i	i	i	i	i	i
- OCC1CCCN(C2CCN(Cc3nc(Cc4cccc(C(F)(F)F)c4)no3)CC2)C1 (centres undefined)
 : i	i	i	i	9.0	i	i	i	i	i	i
- O=C(Cc1cccc(C(F)(F)F)c1)NCc1ccc(Cl)cc1Cl
 : i	i	i	i	-1.5	i	i	i	i	i	i
- Fc1ccccc1/C=N/n1cc(-c2ccccc2)[nH]c1=S
 : i	i	i	i	-14.9	i	i	i	i	i	i
- CCN1CCc2nc(N)oc2CC1
 : .	i	i	i	.	.	.	.	i	i	.
- O=C(NCC1CCCO1)c1ccc(NC(=O)C2CC=CCC2C(=O)O)cc1 (centres undefined)
 : i	i	i	i	4.4	i	i	i	i	i	i
- COc1ccc(CNc2ccc(Cl)cc2)cc1Cn1ccnc1
 : -5.19*	i	i	i	19.0	i	i	i	i	i	i
- COCCCN1C(=O)C2C(C(=O)Nc3cc(C)cc(C)c3)C3C=CC2(O3)C1C(=O)NC1CCCCC1 (centres undefined)
 : i	i	i	i	-2.4	i	i	i	i	i	i
- Clc1ccc(C2[C@H]3CN(CC4CCCCC4)[C@H](c4ccccc4)C34CC2(c2cccnc2)C4)cn1 (some centres undefined)
 : i	i	i	i	8.1	i	i	i	i	i	i
- O=C(NCCCn1ccnc1)C(=O)Nc1ccccc1
 : i	i	i	i	0.3	i	i	i	i	i	i
- CC(=O)Nc1ccc(NC(=O)C(C)OC(=O)c2oc3ccccc3c2C)cc1 (centres undefined)
 : i	i	i	i	-22.5	i	i	i	i	i	i
- O=C(NCc1ccccc1)C1CCC(CNS(=O)(=O)c2cccs2)CC1 (centres undefined)
 : i	i	i	i	-6.9	i	i	i	i	i	i
- C=CCNc1nc(C(=O)OCC(=O)Nc2cc(S(C)(=O)=O)ccc2Cl)cs1
 : i	i	i	i	1.9	i	i	i	i	i	i
- CN(C)/N=C/c1ccc(P(c2ccc(/C=N/N(C)C)o2)c2ccc(/C=N/N(C)C)o2)o1
 : i	i	i	i	-6.5	i	i	i	i	i	i
- CCOC(=O)N1CCN(S(=O)(=O)c2ccc(OCC(=O)OC)c(C)c2)CC1
 : i	i	i	i	-1.2	i	i	i	i	i	i
- CC(Sc1ccccc1)C(=O)N1CCN(S(=O)(=O)c2ccccc2C(F)(F)F)CC1 (centres undefined)
 : i	i	i	i	-7.2	i	i	i	i	i	i
- Oc1cc2c(cc1CN1CCN(c3cccc(C(F)(F)F)c3)CC1)CCC2
 : i	i	i	i	12.8	i	i	i	i	i	i
- COc1ccc(Cc2nnc(SCC(=O)Nc3cc(Cl)ccc3C)[nH]c2=O)cc1
 : i	i	i	i	16.6	i	i	i	i	i	i
- Cc1nnsc1S(=O)c1ccccc1Cl (centres undefined)
 : i	i	i	i	-3.0	i	i	i	i	i	i
- CC(=O)C1=C(O)C(=O)N(c2ccc(Br)cc2)C1c1cccc([N+](=O)[O-])c1 (centres undefined)
 : i	i	i	i	0.4	i	i	i	i	i	i
- CCOc1cc2c(cc1OC)C(NC(=O)C(F)(F)F)CC2=O (centres undefined)
 : i	i	i	i	-1.5	i	i	i	i	i	i
- Cc1cc(-n2cc(Br)c(=O)[nH]c2=O)nc(-c2ccccc2)n1
 : i	i	i	i	36.0	i	i	i	i	i	i
- Cc1nc(SCC(=O)Nc2ccnc3ccccc23)n[nH]1
 : i	i	i	i	-1.1	i	i	i	i	i	i
- CN(C)c1ccc(-c2n(C)c3ccccc3[n+]2C)cc1
 : i	-8.75*	i	i	-10.6	i	i	i	i	i	i
- COc1cc(/C=N\Nc2nc3ccccc3[nH]2)cc(OC)c1OC
 : i	i	i	i	93.6*	i	i	i	i	i	i
- CCC(=O)Nc1nnc(SCC(=O)NCc2ccc3c(c2)OCO3)s1
 : i	i	i	i	20.1	i	i	i	i	i	i
- O=C(Nc1ccc2c(c1)C(=O)OC2)c1ccc(C(F)(F)F)cc1
 : i	i	i	i	-0.3	i	i	i	i	i	i
- O=C(Nc1ccc(Cl)c(Cl)c1)C1C2C=CC3(O2)C1C(=O)N(CCN1CCCCC1)C3C(=O)NC1CCCCC1 (centres undefined)
 : i	i	i	i	10.6	i	i	i	i	i	i
- Cc1ccc2nc(-c3ccc(NC(=O)CN4CCN(C(=O)c5ccco5)CC4)cc3)sc2c1
 : i	i	i	i	14.1	i	i	i	i	i	i
- CC1Cc2ccccc2N1C(=O)c1ccnc(C(C)(C)C)c1 (centres undefined)
 : i	i	i	i	-1.8	i	i	i	i	i	i
- O=C(Nc1ccc(O)cc1)c1cc2ccccc2c(=O)s1
 : i	i	i	i	-0.7	i	i	i	i	i	i
- CCCC(=O)Nc1nnc(SCC(=O)Nc2ccc3c(c2)OCO3)s1
 : i	i	i	i	27.4	i	i	i	i	i	i
- Cc1ccc(O)c(NC(=O)c2cc(-c3ccccc3)on2)c1
 : i	i	i	i	4.3	i	i	i	i	i	i
- c1ccc2c(c1)CCCn1nnnc1-2
 : i	i	i	i	1.3	i	i	i	i	i	i
- O=C1c2ccccc2S(=O)(=O)N1Cc1nnc(-c2ccccc2Br)o1
 : i	.	i	.	4.1	i	i	i	.	.	i
- CCOc1cc(NC(=O)c2cccs2)c(OCC)cc1NC(=O)c1ccco1
 : i	i	i	i	-0.1	i	i	i	i	i	i
- CC(C)c1nnc(NC(=O)C2CCCN2C(=O)Nc2ccccc2F)s1 (centres undefined)
 : i	i	i	i	-21.8	i	i	i	i	i	i
- Cc1c(C(=O)Nc2ccccn2)oc2ccc(Br)cc12
 : i	i	i	i	-0.6	i	i	i	i	i	i
- CC1=C(C(=O)Nc2ccc(C)cc2C)C(c2ccc([N+](=O)[O-])cc2)n2ncnc2N1 (centres undefined)
 : i	i	i	i	4.7	i	i	i	i	i	i
- CCCCn1c(=N)n(CC(O)c2ccccc2)c2ccccc21 (centres undefined)
 : i	i	i	i	2.4	i	i	i	i	i	i
- Brc1c(-c2ccc3c(c2)OCO3)nc2ncccn12
 : i	i	i	i	-1.0	i	i	i	i	i	i
- Cc1oc2ccc(O)c(CN3CCOCC3)c2c1C(C)O (centres undefined)
 : i	i	i	i	-3.3	i	i	i	i	i	i
- Cc1cc(NC(=O)CC2Oc3ccccc3NC2=O)ccc1Br (centres undefined)
 : i	i	i	i	2.1	i	i	i	i	i	i
- O=C1CCc2cc(NS(=O)(=O)c3ccc(Br)cc3)cc3c2N1CC3
 : i	i	i	i	-0.3	i	i	i	i	i	i
- CN1CCN(C(CC(=O)Nc2cccc(O)c2)C(=O)O)CC1 (centres undefined)
 : i	i	.	i	0.3	i	i	i	i	i	i
- COc1ccc(CCNC(=O)CCn2c(=O)oc3ccccc32)cc1OC
 : i	i	i	i	-2.5	i	i	i	i	i	i
- COc1cccc(CNC(=O)CCC2CCCN(Cc3ccc4c(c3)CCO4)C2)c1 (centres undefined)
 : i	i	i	i	3.7	i	i	i	i	i	i
- Cc1ccsc1C(=O)NCCc1ccc(S(N)(=O)=O)cc1
 : i	i	i	i	9.9	i	i	i	i	i	i
- Cc1ccccc1NC(=O)CN(C)S(=O)(=O)c1ccc(-c2ccc(=O)[nH]n2)s1
 : i	i	i	i	0.6	i	i	i	i	i	i
- CCN(C(=O)c1ccccc1)c1ccc([N+](=O)[O-])cc1
 : i	i	i	i	0.3	i	i	i	i	i	i
- Cc1c(C(=O)N2CCCCC2)oc2ccc(S(=O)(=O)N3CC(C)CC(C)C3)cc12 (centres undefined)
 : i	i	i	25*	10.5	i	i	i	i	i	i
- O=C(NCc1ccccn1)C(=O)Nc1nc(-c2ccccc2)cs1
 : i	i	i	i	-4.7	i	i	i	i	i	i
- CC(=O)N1CCc2cc(S(=O)(=O)NC(CC(C)C)C(=O)N3CCc4ccccc4C3)ccc21 (centres undefined)
 : i	i	i	i	-1.6	i	i	i	i	i	i
- COc1ccc(-c2c(=O)n(OCc3nc4ccccc4[nH]3)c3ccccc3[n+]2[O-])cc1
 : i	i	i	i	7.1	i	i	i	i	i	i
- O=C(Nc1cccc(O)c1)c1ccccc1[N+](=O)[O-]
 : i	i	i	i	5.6	i	i	i	i	i	i

(more compounds)
The line under a structure holds: TRPC6 inhibitor	MrgX1 antagonist	TMEM16A act	ANO1 block	SKKanGAS inh	TRPC4 PAM	TRPC4 inh	TRPC6 act	MrgX1 agonist	MrgX1 PAM	TRPC4 act
- O=C(CNC(=O)c1ccc(Cl)cc1Cl)OCCCn1c(=O)[nH]c2ccccc21
 : i	i	i	i	-4.9	i	i	i	i	i	i
- CCOC(=O)c1c(NC(NC(C)=O)C(Cl)(Cl)Cl)sc(C(C)=O)c1C (centres undefined)
 : i	i	i	i	-4.5	i	i	i	i	i	i
- CCC(C)(C)n1nnnc1C(c1ccccc1OC)N1CCN(C(=O)c2ccco2)CC1 (centres undefined)
 : i	i	i	i	2.9	i	i	i	i	i	i
- Nc1ccc(C2(c3ccc(N)cc3)C(=O)Nc3ccccc32)cc1
 : i	i	i	i	2.9	i	i	i	i	i	i
